Jurkat NFkB inh = lowers PMA/ionomycin-induced NF-kB signal in Jurkat cells | inhibition, % at 4 µM | actives 0.53% (n = 330,000) | PMA/ionomycin-induced NF-kB luciferase reporter, luminescence; in the data active = inhibition above about 50%
Mdm2-MdmX inh = human Mdm2/MdmX binding inhibition. O15151+Q00987. inhibition, % at 8 µM. actives 3% (n = 330,000). SaOS-2 split-luciferase Mdm2/MdmX complementation, luminescence;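 active = inhibition of at least 50% at 8 µM in the primary screen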
Target sequence (O15151 whole entry, looked up): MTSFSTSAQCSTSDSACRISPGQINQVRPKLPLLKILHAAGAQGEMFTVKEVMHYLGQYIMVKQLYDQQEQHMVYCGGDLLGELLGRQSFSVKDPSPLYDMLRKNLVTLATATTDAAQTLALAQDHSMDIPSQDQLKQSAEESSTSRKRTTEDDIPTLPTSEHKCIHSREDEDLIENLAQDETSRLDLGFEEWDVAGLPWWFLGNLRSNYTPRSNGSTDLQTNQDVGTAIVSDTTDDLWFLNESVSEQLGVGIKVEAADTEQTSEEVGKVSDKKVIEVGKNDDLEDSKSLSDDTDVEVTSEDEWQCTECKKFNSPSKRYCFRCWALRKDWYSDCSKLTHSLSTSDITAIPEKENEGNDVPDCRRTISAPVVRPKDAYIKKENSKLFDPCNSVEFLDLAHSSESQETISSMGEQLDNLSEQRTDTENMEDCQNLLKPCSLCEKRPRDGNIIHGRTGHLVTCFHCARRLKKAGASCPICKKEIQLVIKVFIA
Target sequence (Q00987 whole entry, looked up): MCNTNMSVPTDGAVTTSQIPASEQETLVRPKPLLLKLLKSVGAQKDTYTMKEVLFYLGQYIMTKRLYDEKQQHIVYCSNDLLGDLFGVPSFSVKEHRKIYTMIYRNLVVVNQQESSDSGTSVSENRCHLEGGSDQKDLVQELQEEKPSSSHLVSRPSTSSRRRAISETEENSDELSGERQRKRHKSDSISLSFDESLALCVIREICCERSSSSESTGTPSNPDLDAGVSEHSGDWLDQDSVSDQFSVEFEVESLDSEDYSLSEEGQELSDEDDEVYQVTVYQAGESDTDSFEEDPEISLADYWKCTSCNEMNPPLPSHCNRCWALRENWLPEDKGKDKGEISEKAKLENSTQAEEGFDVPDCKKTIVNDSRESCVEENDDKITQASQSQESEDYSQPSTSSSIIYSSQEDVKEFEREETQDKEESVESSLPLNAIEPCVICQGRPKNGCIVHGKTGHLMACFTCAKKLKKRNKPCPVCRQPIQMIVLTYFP
tim23-1 inh = growth inhibitors of tim23-1 mutant yeast. S. cerevisiae tim23-1 growth, BacTiter-Glo luminescence, 24 h. inhibition, % at 20 µM. actives 1.3% (n = 330,000);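 active = growth inhibition of the mutant yeast at or above 50%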;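 also: temperature-sensitive mutant grown at 25 °C; plate controls were DMSO-treated mutant yeast for no effect and medium wells lacking yeast for full effect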
UPR XBP1 act = activators of adaptive arm of unfolded protein response (XBP1); CHO-XBP1 luciferase reporter, IRE1-XBP1 UPR activation, luminescence; percent of tunicamycin response, DMSO as zero; activation, % at 20 µM; actives 0.33% (n = 330,000);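 active = versus positive control, 20 µM dose yields 30% or more activation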;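 also: 100% = tunicamycin at 10 µg/mL and 0% = DMSO only wells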
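Material: CHO cell line with stable XBP1 luciferase reporter; schedule: 16-18 h cell attachment at 37 °C, then 6 h compound exposure; signal: glow luminescence from Steady-Glo reagent; medium: serum-containing F12 medium, 10% FBS; benchmarks: tunicamycin 10 µg/mL and vehicle-only wells; read-out: percent activation relative to tunicamycin reference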
tim10-1 inh = inhibits growth of tim10-1 mutant yeast; S. cerevisiae tim10-1 ts strain growth, BacTiter-Glo, 24 h; inhibition, % at 20 µM; actives 2.2% (n = 330,000);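 active = inhibition of at least 40%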;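 also: mutant grown at 25 °C; 0% = DMSO wells with yeast and 100% = wells holding no yeast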
697 NFkB inh = inhibitors of the PMA/ionomycin-induced NF-kB reporter in 697 B cells; 697 B-cell NF-kB luciferase reporter, 16 h; AID 435022; actives 0.33% (n = 330,000); inhibition, % at 4 µM; in the data active = inhibition above about 35%
TIM10 inh = inhibits growth of TIM10 yeast strain; S. cerevisiae TIM10 strain growth, BacTiter-Glo luminescence, 24 h; inhibition, % at 10 µM; AID 463195; actives 1.4% (n = 330,000);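 active = inhibition of 40% or more at the single tested concentration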;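 also: wild-type TIM10 isogenic control strain grown at permissive 25 °C; 0% = DMSO yeast wells and 100% = minimal medium wells without yeast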
CHOP UPR activ = apoptotic UPR (CHOP) activation; CHO-CHOP luciferase reporter, luminescence; percent of tunicamycin response over DMSO baseline; activation, % at 10 µM; actives 0.34% (n = 330,000);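 active = at 10 µM dose, activation of 40% or more, normalized to positive control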;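 also: 100% = tunicamycin at 10 µg/mL and 0% = DMSO alone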
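Assay system: CHO-CHOP cells, stable luciferase reporter of PERK-eIF2a-CHOP signalling / Buffer or medium: F12 plus 10% serum / Compound dosing: one dose, 10 µM in 0.5% DMSO / Times: 6 h compound treatment, 37 °C / Technique: luciferase luminescence / Read-out: % reporter activation, DMSO baseline versus tunicamycin full activation / Benchmarks: tunicamycin and DMSO controls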
Numbers without * were called inactive. Outcome played no part in choosing rows; any-hit rate near 6.6%.

| Compound | tim23-1 inh | Mdm2-MdmX inh | CHOP UPR activ | TIM10 inh | tim10-1 inh | Jurkat NFkB inh | UPR XBP1 act | 697 NFkB inh |
| --- | --- | --- | --- | --- | --- | --- | --- | --- |
| Nc1nc(SCc2ccccc2Cl)[nH]c(=O)c1-c1ccccc1 | 2 | 9 | 2.2 | 5 | 14 | 1 | -2 | -5 |
| COc1cc(C=NNC(=O)c2ccccc2NS(=O)(=O)c2cccs2)cc(OC)c1O | 3 | 10 | 3.3 | 24 | 13 | -14 | 1 | -2 |
| COCCN1CCc2[nH]c(=S)[nH]c(=O)c2C1 | -2 | -10 | 1.0 | 11 | -8 | 10 | 0 | 7 |
| O=c1oc2cc(Br)ccc2n1Cc1ccccc1 | 1 | -4 | 0.3 | -18 | -11 | 22 | -3 | -6 |
| CCC(=O)c1cn(CC(=O)NCC2CCCO2)c2ccccc12 (stereo unspecified) | -18 | -21 | -0.6 | 4 | 5 | 0 | 1 | -12 |
| CCCN1Cc2cccc(C(=O)NCc3cccs3)c2C1=O | 9 | 10 | 0.0 | 16 | 30 | -1 | 2 | -6 |
| CC(C)[C@H](N)C(=O)NC[C@H]1CC[C@H](C(=O)N[C@@H](Cc2ccccc2)C(=O)O)CC1 | 15 | -9 | -0.3 | 6 | 7 | 2 | 2 | -13 |
| COc1ccc(CC(=O)OCC(=O)Nc2ccc(Cl)cc2C)cc1 | 17 | -17 | 0.0 | -2 | 9 | 21 | -3 | 14 |
| Cc1nn(Cc2ccccc2)c(Cl)c1C(=O)OC1CCOC1=O (stereo unspecified) | 21 | 2 | -0.4 | 14 | 23 | 12 | -4 | 23 |
| CCC(C)C(NC(=O)OC(C)(C)C)C(=O)NCc1ccco1 (stereo unspecified) | -11 | 14 | 0.1 | 0 | -1 | 11 | -3 | 10 |
| O=S(=O)(c1cccc(C(F)(F)F)c1)N1CCN(c2nnnn2-c2ccccc2)CC1 | -1 | 26 | 0.5 | -15 | 5 | 3 | 3 | -7 |
| O=C(O)CC(c1ccc(C(F)(F)F)cc1)N1Cc2ccccc2C1=O (stereo unspecified) | 19 | -19 | -0.8 | 3 | 12 | -3 | -1 | 9 |
| O=C(CSc1nnc(-c2ccncc2)s1)Nc1ccccc1 | 1 | -11 | -2.5 | 13 | -4 | -7 | 2 | 0 |
| Cc1ccc(C)c(N2CCN(C(=O)Cn3c(=O)[nH]c4ccsc4c3=O)CC2)c1 | 12 | -4 | 2.7 | 15 | 21 | 7 | -2 | 7 |
| Cc1nc(Nc2ccccc2)sc1C | 1 | 4 | 0.1 | 3 | 3 | 4 | 1 | 5 |
| CC1(C)NC(C)(C)c2nonc2/C1=N\O | 12 | 7 | -0.8 | -7 | -7 | -5 | 1 | -12 |
| Cc1cccc(NC(=O)CSCC(=O)Nc2cc(S(=O)(=O)N3CCOCC3)ccc2OC(C)C)c1 | -4 | 2 | -0.1 | 1 | 11 | -5 | -2 | -4 |
| CSc1ccc(/C=N/n2c(Cc3ccc(Br)cc3)n[nH]c2=S)cc1 | 9 | 5 | 2.2 | 20 | 13 | -6 | -3 | 6 |
| NNC(=O)c1cc(Br)cs1 | 25 | -21 | -0.9 | 5 | 8 | -2 | -1 | 2 |
| N/C(=N\OC(=O)c1cc(-c2ccccc2)nc2ccccc12)c1ccncc1 | 79* | 38 | 2.2 | 62* | 57* | 18 | -3 | 11 |
| COc1cc(OC)cc(C(=O)N[C@H](C(=O)OCC(=O)NC(=O)c2cccn2C)C(C)C)c1 | 18 | 24 | -1.6 | -4 | -1 | 0 | -2 | 3 |
| CC(C)CN(CC(C)C)C(=O)c1cc2c(=O)n3ccccc3nc2s1 | 36 | 22 | -1.4 | 13 | 32 | 4 | 6 | 10 |
| Cc1ccc(N=Cc2c(O)n(-c3nccs3)c(=O)c3ccccc23)cc1 | -2 | 3 | 0.1 | 41* | 14 | -14 | 3 | -18 |
| Cn1c(=O)c2c(nc(N3CCCCC3)n2CCSc2nc3ccccc3s2)n(C)c1=O | 30 | -15 | 1.3 | 13 | 15 | -5 | 4 | -46 |
| Cc1n[nH]c(C)c1S(=O)(=O)N1CCN(C(=O)c2ccco2)CC1 | -1 | 7 | -1.9 | -15 | -15 | -22 | 3 | -31 |
| COc1cc(OC)cc(C(=O)Nc2ccc(S(=O)(=O)N3CCOCC3)cc2)c1 | 9 | 25 | -0.6 | 1 | 8 | 12 | -5 | 9 |
| CC1Cc2cc(/C(O)=C3/C(=O)C(=O)N(Cc4ccncc4)C3c3ccc(N(C)C)cc3)ccc2O1 (stereo unspecified) | 0 | 12 | -1.6 | 2 | 2 | -1 | -3 | 14 |
| C=CCn1c(Cc2ccc(OC)cc2)nnc1SCC(N)=O | -6 | -20 | -0.8 | 7 | 5 | -2 | 1 | -9 |
| COc1ccc(N2CCN(CC(=O)N3CCC(C)CC3)CC2)cc1 | 9 | 7 | -0.2 | 12 | 10 | -4 | 0 | 21 |
| COc1ccc(CNC(=O)C(CC(C)C)NC(=O)c2ccccc2C)cc1 (stereo unspecified) | 17 | -32 | 0.0 | 3 | 23 | 0 | 0 | -7 |
| Cc1ccc(C2C(C(=O)c3sc(C)nc3C)=C(O)C(=O)N2CCN2CCOCC2)o1 (stereo unspecified) | 5 | 6 | -2.7 | -2 | 8 | -4 | 1 | -5 |
| Cc1occc1C(=O)NNC1=CC(=O)CC(C)(C)C1 | 4 | -26 | -1.5 | 7 | 8 | 3 | -3 | 25 |
| CCOc1ccc(N(C(C)C(=O)NCc2ccco2)S(C)(=O)=O)cc1 (stereo unspecified) | -8 | 4 | -0.6 | -5 | -7 | -7 | -3 | -28 |
| Cc1ccsc1C(=O)OCC(=O)c1ccc(OC(F)F)cc1 | 0 | -2 | 3.5 | -18 | -14 | 8 | 5 | 18 |
| CCOc1ccc(Nc2nc(Cc3nnc(SCC(=O)NCC4CCCO4)n3C)cs2)cc1 (stereo unspecified) | 3 | 9 | -1.4 | -4 | -10 | -1 | 3 | 1 |
| O=C(O)c1ccccc1C(=O)N1CCc2c([nH]c3ccccc23)C1C(F)(F)F (stereo unspecified) | 6 | 12 | -1.8 | 6 | -13 | -5 | -3 | -26 |
| Nc1ccc(S(=O)(=O)NC(=O)c2ccccc2)cc1 | -3 | -23 | -1.0 | 7 | -7 | -6 | -2 | -3 |
| CN(C)/C=N/c1c(C#N)cnn1-c1ccc(C(F)(F)F)cn1 | -12 | 15 | 1.9 | -11 | -6 | -16 | 2 | -13 |
| O=C(CCN1C(=O)/C(=C\c2cccs2)SC1=S)Nc1nccs1 | 0 | -3 | -0.5 | -22 | -11 | 6 | -1 | -17 |
| NS(=O)(=O)c1ccc2nc(NC(=O)c3ccc4ncsc4c3)sc2c1 | -13 | -9 | 3.7 | -16 | -6 | -6 | -5 | -5 |
| NS(=O)(=O)c1ccc(CCNCC(=O)N2CCC(Cc3ccccc3)CC2)cc1 | 8 | -16 | 3.1 | -19 | -4 | 2 | -4 | -48 |
| O=C(C1CN(C(=O)c2cc3cc(Cl)ccc3o2)c2ccccc2O1)N1CCCCC1 (stereo unspecified) | 49 | 17 | -1.2 | 9 | 16 | -1 | 4 | 1 |
| CN1CC(=O)N2C(c3ccc(Cl)cc3)c3[nH]c4ccccc4c3C[C@H]2C1=O (stereo partly specified) | 18 | 52* | -2.0 | 20 | 7 | -11 | 2 | 21 |
| COC(=O)c1cccc(-n2[nH]nnc2=S)c1 | 16 | 15 | -0.2 | 19 | 14 | -4 | 0 | 9 |
| COc1ccc(OC)c(NC(=O)CN2C(=O)C(=O)N(Cc3ccccc3)C2=O)c1 | 4 | -2 | 0.0 | 10 | 14 | 5 | -3 | -11 |
| CC(C)/C=C1\CCc2c([nH]c3ccccc23)C1=O | 27 | -29 | 5.1 | 16 | 17 | -14 | 0 | 9 |
| Cc1ccc(-c2nc3ccccn3c2NCc2ccc3c(c2)OCO3)cc1 | 39 | -7 | 3.7 | 38 | 47* | -65 | 3 | -61 |
| CCC(Sc1nc2n[nH]c(C)c2c(=N)n1-c1cccc(Cl)c1C)C(=O)N(CC)CC (stereo unspecified) | 18 | 15 | 0.2 | -5 | 17 | 11 | 2 | 2 |
| O=C(CSc1cc(Cl)ccc1Cl)NC1CC1 | 16 | -26 | 0.5 | -4 | 3 | 8 | 0 | 12 |
| Cc1ccc(S(=O)(=O)NC2=C(N3CCN(c4ccccc4F)CC3)C(=O)c3ccccc3C2=O)cc1 | 28 | -66 | 5.1 | 6 | 21 | -65 | 0 | -73 |

Printed as active in tim10-1 inh, of those listed so far:
mol	Mdm2-MdmX inh	TIM10 inh	tim10-1 inh	Jurkat NFkB inh	UPR XBP1 act	697 NFkB inh
N/C(=N\OC(=O)c1cc(-c2ccccc2)nc2ccccc12)c1ccncc1	38	62*	57*	18	-3	11
Cc1ccc(-c2nc3ccccn3c2NCc2ccc3c(c2)OCO3)cc1	-7	38	47*	-65	3	-61

Going on with the list.
| Compound | tim23-1 inh | Mdm2-MdmX inh | CHOP UPR activ | TIM10 inh | tim10-1 inh | Jurkat NFkB inh | UPR XBP1 act | 697 NFkB inh |
| --- | --- | --- | --- | --- | --- | --- | --- | --- |
| COc1ccc(NC(=O)CN2C(=O)NC(CC(C)C)C2=O)cc1S(=O)(=O)N1CCOCC1 (stereo unspecified) | 11 | -3 | 3.3 | 11 | -2 | 3 | -1 | 1 |
| O=C(c1ccco1)N1CCN(C(=O)C2CC(c3ccccc3F)=NO2)CC1 (stereo unspecified) | 16 | -3 | 0.9 | -3 | 5 | 7 | -1 | 1 |
| Cc1cc(NC(=O)c2cc3n(n2)C(C(F)(F)F)CC(c2ccco2)N3)no1 (stereo unspecified) | -5 | 18 | 1.1 | -31 | -27 | 16 | 2 | 10 |
| Cc1cc(/C=N/NC(=O)c2nn(C)cc2Cl)c(C)n1-c1cccc(Br)c1 | 12 | 13 | 3.4 | 26 | 5 | -1 | 1 | -25 |
| Cc1cc2c3c(c1)C1(C(=O)N3C(C)(C)CC2C)C(C#N)=C(N)Oc2n[nH]c(C)c21 (stereo unspecified) | 6 | 0 | 2.8 | 7 | 12 | 5 | 4 | 21 |
| COc1cccc(CNC(=O)c2ccc(C)c(S(=O)(=O)N3CCOCC3)c2)c1 | -3 | 4 | -1.1 | -6 | 1 | 7 | -2 | 16 |
| O=C(CSc1cccc[n+]1[O-])c1cc(Cl)ccc1Cl | 59* | 2 | 4.5 | 7 | 10 | -20 | 6 | -16 |
| CCCCOC(=O)c1ccc(NC(=O)c2nn(C)cc2Br)cc1 | 55* | -9 | 3.3 | 48* | 52* | -19 | 3 | -12 |
| CC(C)CCN1C(Nc2ccccc2)=NC[C@@H]1Cc1ccccc1 | 13 | 4 | 0.1 | 2 | -4 | 25 | 3 | 12 |
| Cc1ccc2c(c1)c(-c1ccccc1)nc1nncn12 | 10 | 24 | 0.3 | -1 | 3 | 5 | 4 | -3 |
| CN1CCN(NC(=O)/C=C/c2cccc(Cl)c2)CC1 | 6 | 14 | 0.1 | 10 | 3 | -12 | 2 | 0 |
| CCN(C(=O)CSc1nncn1-c1ccccc1)c1c(N)n(Cc2ccccc2)c(=O)[nH]c1=O | 4 | -6 | -1.0 | 5 | 6 | 2 | 10 | -5 |
| COC(=O)c1[nH]c2cc(OC)ccc2c1NC(=O)c1ccc2c(c1)OCO2 | -13 | 0 | -2.5 | -9 | 14 | 3 | -1 | 5 |
| O=C1Cc2cc(S(=O)(=O)Nc3ccc(N4CCOCC4)cc3)ccc2N1 | -7 | 2 | -1.2 | 0 | -17 | 0 | 3 | 2 |

Some of the entries so far, with values under each structure.
Screens in order – tim23-1 inh, Mdm2-MdmX inh, CHOP UPR activ, TIM10 inh, tim10-1 inh, Jurkat NFkB inh, UPR XBP1 act, 697 NFkB inh
- COc1ccc(NC(=O)CN2C(=O)NC(CC(C)C)C2=O)cc1S(=O)(=O)N1CCOCC1 (stereo unspecified)
  11, -3, 3.3, 11, -2, 3, -1, 1
- COC(=O)c1[nH]c2cc(OC)ccc2c1NC(=O)c1ccc2c(c1)OCO2
  -13, 0, -2.5, -9, 14, 3, -1, 5
